Wnt act: Wnt/beta-catenin pathway activation. Wnt/beta-catenin reporter cell assay, activator, plate reader. activation, % at 9.35 µM. hit rate 1.2% among 300,000; in the data active means activation above about 30%, passing the limit was not always enough;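 further: 0% = neutral control wells and 100% = positive control wells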
Active calls of the source: *.

Wnt act	Compound
-3	COc1cc(CN2CCC(C(=O)NC(c3ccc(F)cc3)c3ncccc3C)CC2)cc(OC)c1 (configuration not stated)
0	Cc1ccc([C@H]2C[C@]34CNS(=O)(=O)[C@H]3C[C@H]2O4)cc1
-2	O=S1(=O)N[C@H](Cc2ccccc2)COc2cc(F)ccc21
14	O=C1c2ccccc2C(c2nnnn2Cc2ccccc2)N1CCc1c[nH]c2ccccc12 (configuration not stated)
-7	Cc1cc(Cl)ccc1C(O)c1ncc(-c2ccccc2C(F)(F)F)[nH]1 (configuration not stated)
0	CN(C)CCCNc1nc2cc(-c3cnn(Cc4ccccc4)c3)sc2c(=O)n1C
-4	Cc1[nH]ncc1Nc1ccccc1C(C)C
-8	COC(=O)C1=CN(c2ccc(F)cc2)C(N)=C(C#N)C1c1cccc(F)c1 (configuration not stated)
1	Cc1ccc(Cl)cc1-c1cc(C(=O)NCc2cccc(Cl)c2)[nH]n1
-2	CC(O)(c1ccc(F)c(F)c1)c1nc(-c2cc3ccccc3o2)cs1 (configuration not stated)
0	O=S1(=O)C[C@@H](N2CCN(CC3CC3)CC2)[C@H](COCc2ccccc2)N1
-4	CCCNC(=O)C1(C)CCCN(Cc2ccc3c(c2)OCO3)C1 (configuration not stated)

(next part)
Wnt act	Compound
-4	CCS(=O)(=O)NC(=O)C1(C)CCN1C(=O)C1(c2ccc(Cl)cc2)CC1 (configuration not stated)
-1	COc1cccc(Cn2c3ccc(NC(=O)CC(C)C(F)(F)F)cc3c(=O)n2C)c1 (configuration not stated)
1	CC(=O)NC(C)(c1ccccc1)c1nc(-c2cnc3ccccc3c2)cs1 (configuration not stated)
0	C=CCNc1ncnc2c1ncn2[C@H]1CN(Cc2cc(OC)c(OC)c(OC)c2)C[C@@H](CO)O1
7	FC(F)(F)c1cc(Cc2nc3ccccc3n2C(CCc2ccccc2)c2nc3ccccc3[nH]2)cc(C(F)(F)F)c1 (configuration not stated)
-1	COCCN1C(=O)[C@H]2C[C@@]13O[C@H](C1CCCCC1)N=C3CC1c3ccccc3C[C@@]12C (some centres not stated)
0	CCOC(=O)C1(C)CCCN(C(=O)c2c(F)cccc2F)C1 (configuration not stated)
0	CC1(C(=O)NS(=O)(=O)c2ccc3c(c2)CCO3)CCN1C(=O)Cc1ccc(-c2ccccc2)cc1 (configuration not stated)
1	Cc1ccc(-c2nc3ccc(Br)cn3c2Cc2ccsc2)cc1
-1	CCNC(=O)c1cc2c(c(-c3cccc(-c4cccc(C(=O)N(C)C)c4)c3)n1)[C@H](CCO)N(S(=O)C(C)(C)C)C2 (some centres not stated)
2	Cc1cnc(CNC(=O)c2ccc3sc([C@H]4C[C@H](O)[C@@H](CO)O4)nc3c2)cn1
-1	CCOC(=O)/C=C/c1ccccc1O

(continued)
Wnt act	Compound
-2	CC(C)C[C@@H]1COc2cc(N3CC[C@H](O)C3)ccc2S(=O)(=O)N1
-3	CCC(OC(=O)c1ccc(S(C)(=O)=O)c([N+](=O)[O-])c1)C(=O)NC1C2CC3CC(C2)CC1C3 (configuration not stated)
-1	COc1ccc(-c2oc3c(c2C(=O)OCCO)C(OCCO)CCC3)cc1 (configuration not stated)
-1	CCc1nc2ccc(C(=O)N3CCN(S(=O)(=O)CC)CC3)cn2c1N(CC)Cc1cccc(Br)c1
1	CCOC(=O)C1=C(C)N(CCCC(=O)O)C(=O)NC1c1ccc(C(F)(F)F)cc1 (configuration not stated)
-2	CC1=C(C(=O)N(C)C)CC(CC(=O)NCC2CCCCC2)C(=O)N1Cc1ccc(F)cc1 (configuration not stated)
0	Cc1ccccc1N=C(c1ccccc1)C1C(=O)c2ccccc2C1=O
-6	C#CCN1CC(COCCCC)Oc2cccc(F)c2S1(=O)=O (configuration not stated)
-2	CCCN1CCCCC(NC(=O)c2c(F)cccc2F)C1=O (configuration not stated)
-10	COC(=O)[C@@]12C[C@@H](CC(=O)NCC34CC5CC(CC(C5)C3)C4)C(=O)N(Cc3ccco3)C1=CCC(C)(C)C2
17	COc1ccc(Cc2c(-c3ccccc3)nc3ccc(Cl)cn23)c(C)c1
-4	COc1ccc(C(C)NC(=O)C2CCN(CCCc3ccccc3)CC2)cc1OC (configuration not stated)

Next section
Wnt act	Compound
-2	COc1ccc2c(c1)[C@]1(C[C@H](O)CO1)C(=O)N2C
-3	Cc1ccc(OCCCN2CCC(C(O)(c3ccccc3)c3ccccc3)CC2)cc1
1	Cc1ccc(-c2cnc(C(O)c3ccc(Cl)c(Cl)c3)[nH]2)cc1 (configuration not stated)
2	CCOC(=O)C1CCCN(C(=O)c2ccc(OC)c(OC)c2)CC1 (configuration not stated)
0	CC(=O)Nc1cccc(-c2ccnc3c2CC(C(=O)Nc2cccnc2)O3)c1 (configuration not stated)
-2	O=C(C(=Cc1ccccc1)c1ccccc1)c1ccccc1
-1	COc1ccc(C(C)(NC(C)=O)c2nc(-c3cccnc3)cs2)cc1 (configuration not stated)
-1	O=C1CCCC2=C1[C@@]1(O[C@H]3C=CC=CN23)C(=O)N(c2ccccc2)c2ccccc21
-5	CC(=O)c1ccc(Nc2nc(C(N)c3ccccc3Cl)cs2)cc1 (configuration not stated)
-3	CCOc1cccc(-c2ccc3nncn3c2)c1
0	Nc1ncnc2c1ncn2[C@@H]1O[C@H](C(=O)NCCc2ccc(F)cc2)[C@@H](O)[C@H]1O
1	CCCNC(=O)C1(C)CCN(C(=O)c2sccc2C)C1 (configuration not stated)

An excerpt of these results, with tabs.
Compound	Wnt act
COc1ccc(-c2oc3c(c2C(=O)OCCO)C(OCCO)CCC3)cc1 (configuration not stated)	-1
O=C1CCCC2=C1[C@@]1(O[C@H]3C=CC=CN23)C(=O)N(c2ccccc2)c2ccccc21	-1
Cc1ccc(-c2cnc(C(O)c3ccc(Cl)c(Cl)c3)[nH]2)cc1 (configuration not stated)	1
Cc1[nH]ncc1Nc1ccccc1C(C)C	-4

Laid out differently: results already given
| structure | Wnt act |
| --- | --- |
| CCOC(=O)C1CCCN(C(=O)c2ccc(OC)c(OC)c2)CC1 (configuration not stated) | 2 |
| CC(=O)Nc1cccc(-c2ccnc3c2CC(C(=O)Nc2cccnc2)O3)c1 (configuration not stated) | 0 |
| O=C(C(=Cc1ccccc1)c1ccccc1)c1ccccc1 | -2 |
| COc1ccc(C(C)(NC(C)=O)c2nc(-c3cccnc3)cs2)cc1 (configuration not stated) | -1 |
| O=C1CCCC2=C1[C@@]1(O[C@H]3C=CC=CN23)C(=O)N(c2ccccc2)c2ccccc21 | -1 |
| CC(=O)c1ccc(Nc2nc(C(N)c3ccccc3Cl)cs2)cc1 (configuration not stated) | -5 |
| CCOc1cccc(-c2ccc3nncn3c2)c1 | -3 |

Next part:
Wnt act	Compound
-2	CC[C@H](C)[C@@H](CO)NC(=O)[C@H]1O[C@@H](n2ccc(N)nc2=O)[C@H](O)[C@@H]1O
-2	NC(COCc1ccccc1)c1csc(Nc2ccc(C(F)(F)F)cn2)n1 (configuration not stated)
-3	C[C@@H]1CCCCO[C@@H](CN(C)C(=O)Nc2ccc(C(F)(F)F)cc2)[C@@H](C)CN([C@H](C)CO)C(=O)c2cc(NS(=O)(=O)c3ccc(Cl)cc3)ccc2O1
-6	Cc1cccc(-c2ccc(O)cc2CN2CCN(c3ncc(Cc4ccccc4)cn3)CC2)c1
-3	COc1ccc(C(NC(=O)C2CCN(CCOc3ccc(F)cc3)CC2)c2cccs2)cc1 (configuration not stated)
-6	COC(=O)[C@]12CCCCC=C1N(CCc1ccc(OC)c(OC)c1)C(=O)[C@H](CC(=O)NCc1cccc(C(F)(F)F)c1)C2
2	O=C1c2ccccc2S(=O)(=O)c2cc(N3CCN(C(=O)c4ccccc4)CC3)ccc21
-1	Cn1c(NCc2ccccc2F)nc2cc(-c3cccc(Cl)c3)sc2c1=O
2	O=Nc1ccc(Br)cn1
-3	CC(=O)c1cc2c(cc1NC(=O)CCC1CCCC1)OCO2
0	CCc1nc2ccc(C(=O)Nc3ccc4c(c3)OCC(=O)N4)cn2c1N(C)C(=O)C1CCCCC1
0	CN(C(=O)CSc1nc2c(cnn2-c2ccccc2)c(=O)[nH]1)C1CCS(=O)(=O)C1 (configuration not stated)

(more compounds)
Wnt act	Compound
-4	CCCCNC(=O)c1ccc2nc(CC)c(N(CC)CCN(C)C)n2c1
-2	NCc1ccc(OCCCN2CCC(C(O)(C3=CCCC3)c3ccccc3)CC2)cc1 (configuration not stated)
-3	O=C(Nc1ccc2c(c1)OCO2)c1cc(C2CCCCN2S(=O)(=O)c2cccs2)on1 (configuration not stated)
-1	CN(Cc1cnn(-c2ccc(F)cc2)c1)C(=O)[C@H]1O[C@@H](n2ccc(=O)[nH]c2=O)[C@H](O)[C@@H]1O
-2	CCCNC(=O)Nc1ccc2c(c1)OC[C@H](C)N(C(=O)C1CCCCC1)C[C@@H](C)[C@H](OC)CN(C)C2=O
-3	CC(C)Oc1ccc(F)cc1-c1cc(C(=O)NCc2cccs2)[nH]n1
-1	O=C(O)c1cc(Cl)c(Cl)cc1C(=O)Nc1cccnc1
1	CCc1nc2c(OCC(=O)c3ccc(F)cc3)cccn2c1N(C)C(=O)c1ccc(OC)cc1
0	CC1(C(=O)Nc2cccc3cccnc23)CCN1Cc1ccc(-c2ccccc2)o1 (configuration not stated)
0	O=C(NCc1cccnc1)c1cc(C2CCCCN2S(=O)(=O)Cc2ccccc2)on1 (configuration not stated)
-3	CC(=O)c1ccc(-c2cnc3c(NC=O)cc(-c4ccc(S(C)(=O)=O)cc4)cn23)cc1
0	CC(O)(c1ccccc1)c1nc(-c2cccc(F)c2)cs1 (configuration not stated)

(next part)
Wnt act	Compound
2	C[C@H]1COc2cc(N3CCCC3)ccc2S(=O)(=O)N1
-1	OC(c1ccc(F)cc1)c1ncc(-c2cccc(C(F)(F)F)c2)[nH]1 (configuration not stated)
-1	CCc1nc2ccc(C(=O)N3CCN(C)CC3)cn2c1N(CCC(C)C)CCN(C)C
-2	COc1ccc(C(=O)C(=O)N2CCC(c3ccccc3)CC2)cn1
1	COc1cc(NC(=O)c2ccc(-c3cccnc3)c3ccoc23)cc(OC)c1OC
-1	C[C@@]12CC[C@@H](C3=C(CCC3)C1)N2c1ccccc1
-2	CN(Cc1ccc(C(F)(F)F)cc1)C(=O)[C@H]1O[C@@H](n2ccc(=O)[nH]c2=O)[C@H](O)[C@@H]1O
23	COc1ccc(NC(=O)c2ccc(-c3c(C)noc3C)c3ccoc23)cc1
-5	CCNC(=O)O[C@@H]1C=C[C@@H](C#Cc2ccc(C(C)(C)C)cc2)O[C@@H]1COC(C)=O
-3	OC[C@@H]1CN(Cc2ccc(-c3ccccc3)cc2)C[C@H](n2cnc3c(Nc4ccccc4)ncnc32)O1
-8	C=Cc1ccc(Cn2c(C)c(C(=O)NCc3ccc4c(c3)OCCO4)sc2=O)cc1
0	COCCNC(=O)C1(C)CCCN(C(=O)c2ccccc2)C1 (configuration not stated)

Continuation.
Wnt act	Compound
0	Cc1cc(NC(=O)c2ccc3sc([C@@H]4O[C@H](CO)[C@H](O)[C@H](O)[C@H]4O)nc3c2)no1
-11	N#Cc1ccc(C23CC4(C2)[C@H](CN(CC2CCCCC2)[C@@H]4c2ccccc2)C3c2ccc(C(F)(F)F)cc2)cc1 (some centres not stated)
-2	COc1ccc(CCN2C(=O)COc3ccccc3C2C(=O)Nc2c(C)cccc2C)cc1OC (configuration not stated)
18	O=C(Nc1ccccc1F)c1ccc2sc([C@@H]3O[C@H](CO)[C@H](O)[C@H](O)[C@H]3O)nc2c1
0	CC(O)(c1ccc(F)c(F)c1)c1nc(-c2cnc3ccccc3c2)cs1 (configuration not stated)
11	CC1(C(=O)NS(=O)(=O)c2cccc(OC(F)F)c2)CCN1C(=O)Cc1ccsc1 (configuration not stated)
-1	CS(=O)(=O)N1CCCCC1c1cc(C(=O)NCc2ccc(F)cc2)no1 (configuration not stated)
0	COc1ccc(-c2cc(C(=O)NCc3ccc(F)cc3)[nH]n2)c(C)c1
-1	CCCCC(=O)N(C)c1c(C)nc2ccc(C(=O)Nc3cccc(NS(C)(=O)=O)c3)cn12
-7	OC[C@@H]1CN(Cc2cccc(C(F)(F)F)c2)C[C@H](n2cnc3c(NCc4ccco4)ncnc32)O1
-5	Cc1ccc(N2CCN(C(CCc3ccccc3)C(=O)Nc3c(C)cccc3C)CC2)cc1 (configuration not stated)
-1	Cc1ccccc1S(=O)(=O)NC(=O)C1(C)CCN1C(=O)C1(c2ccccc2)CC1 (configuration not stated)

The list continues:
Wnt act	Compound
-4	CC(C)C[C@@H](CN1CCC[C@H]1CN1C(=O)C(=O)NC[C@@H]1Cc1ccccc1)N1C[C@H](Cc2ccccc2)N(CC2CCCCCC2)C(=O)C1=O
-3	COc1ccc(N2CCN(c3cc(C(=O)Nc4cc(OC)c(OC)c(OC)c4)ncn3)CC2)cc1OC
-3	O=C1NC[C@@H](CCCCN2C[C@H](Cc3ccc(O)cc3)N(CCC3CCCCC3)C(=O)C2=O)N(CCC2CCCCC2)C1=O
-1	Cc1[nH]nc2c1C(c1ccccc1)N(Cc1ccccc1)C2=O (configuration not stated)
13	COc1cccc(C(NC(C)=O)c2nc(-c3cccc(C(=O)O)c3)cs2)c1 (configuration not stated)

These rows are one share of the data. The share of hits here may be higher or lower than overall.
